Assay outcomes: PubChem, Broad Institute
TcdB GH inh = TcdB glycohydrolase inhibitors, primary screen, biochemical, single point, plate reader; Toxin B (Clostridioides difficile), P18177; TcdB glycohydrolase enzymatic assay; inhibition, % at 9.99 µM; actives 0.24% (n = 350,000); AID 652162, 2013; in the data active = inhibition above about 10%
Target sequence (P18177 whole entry, looked up): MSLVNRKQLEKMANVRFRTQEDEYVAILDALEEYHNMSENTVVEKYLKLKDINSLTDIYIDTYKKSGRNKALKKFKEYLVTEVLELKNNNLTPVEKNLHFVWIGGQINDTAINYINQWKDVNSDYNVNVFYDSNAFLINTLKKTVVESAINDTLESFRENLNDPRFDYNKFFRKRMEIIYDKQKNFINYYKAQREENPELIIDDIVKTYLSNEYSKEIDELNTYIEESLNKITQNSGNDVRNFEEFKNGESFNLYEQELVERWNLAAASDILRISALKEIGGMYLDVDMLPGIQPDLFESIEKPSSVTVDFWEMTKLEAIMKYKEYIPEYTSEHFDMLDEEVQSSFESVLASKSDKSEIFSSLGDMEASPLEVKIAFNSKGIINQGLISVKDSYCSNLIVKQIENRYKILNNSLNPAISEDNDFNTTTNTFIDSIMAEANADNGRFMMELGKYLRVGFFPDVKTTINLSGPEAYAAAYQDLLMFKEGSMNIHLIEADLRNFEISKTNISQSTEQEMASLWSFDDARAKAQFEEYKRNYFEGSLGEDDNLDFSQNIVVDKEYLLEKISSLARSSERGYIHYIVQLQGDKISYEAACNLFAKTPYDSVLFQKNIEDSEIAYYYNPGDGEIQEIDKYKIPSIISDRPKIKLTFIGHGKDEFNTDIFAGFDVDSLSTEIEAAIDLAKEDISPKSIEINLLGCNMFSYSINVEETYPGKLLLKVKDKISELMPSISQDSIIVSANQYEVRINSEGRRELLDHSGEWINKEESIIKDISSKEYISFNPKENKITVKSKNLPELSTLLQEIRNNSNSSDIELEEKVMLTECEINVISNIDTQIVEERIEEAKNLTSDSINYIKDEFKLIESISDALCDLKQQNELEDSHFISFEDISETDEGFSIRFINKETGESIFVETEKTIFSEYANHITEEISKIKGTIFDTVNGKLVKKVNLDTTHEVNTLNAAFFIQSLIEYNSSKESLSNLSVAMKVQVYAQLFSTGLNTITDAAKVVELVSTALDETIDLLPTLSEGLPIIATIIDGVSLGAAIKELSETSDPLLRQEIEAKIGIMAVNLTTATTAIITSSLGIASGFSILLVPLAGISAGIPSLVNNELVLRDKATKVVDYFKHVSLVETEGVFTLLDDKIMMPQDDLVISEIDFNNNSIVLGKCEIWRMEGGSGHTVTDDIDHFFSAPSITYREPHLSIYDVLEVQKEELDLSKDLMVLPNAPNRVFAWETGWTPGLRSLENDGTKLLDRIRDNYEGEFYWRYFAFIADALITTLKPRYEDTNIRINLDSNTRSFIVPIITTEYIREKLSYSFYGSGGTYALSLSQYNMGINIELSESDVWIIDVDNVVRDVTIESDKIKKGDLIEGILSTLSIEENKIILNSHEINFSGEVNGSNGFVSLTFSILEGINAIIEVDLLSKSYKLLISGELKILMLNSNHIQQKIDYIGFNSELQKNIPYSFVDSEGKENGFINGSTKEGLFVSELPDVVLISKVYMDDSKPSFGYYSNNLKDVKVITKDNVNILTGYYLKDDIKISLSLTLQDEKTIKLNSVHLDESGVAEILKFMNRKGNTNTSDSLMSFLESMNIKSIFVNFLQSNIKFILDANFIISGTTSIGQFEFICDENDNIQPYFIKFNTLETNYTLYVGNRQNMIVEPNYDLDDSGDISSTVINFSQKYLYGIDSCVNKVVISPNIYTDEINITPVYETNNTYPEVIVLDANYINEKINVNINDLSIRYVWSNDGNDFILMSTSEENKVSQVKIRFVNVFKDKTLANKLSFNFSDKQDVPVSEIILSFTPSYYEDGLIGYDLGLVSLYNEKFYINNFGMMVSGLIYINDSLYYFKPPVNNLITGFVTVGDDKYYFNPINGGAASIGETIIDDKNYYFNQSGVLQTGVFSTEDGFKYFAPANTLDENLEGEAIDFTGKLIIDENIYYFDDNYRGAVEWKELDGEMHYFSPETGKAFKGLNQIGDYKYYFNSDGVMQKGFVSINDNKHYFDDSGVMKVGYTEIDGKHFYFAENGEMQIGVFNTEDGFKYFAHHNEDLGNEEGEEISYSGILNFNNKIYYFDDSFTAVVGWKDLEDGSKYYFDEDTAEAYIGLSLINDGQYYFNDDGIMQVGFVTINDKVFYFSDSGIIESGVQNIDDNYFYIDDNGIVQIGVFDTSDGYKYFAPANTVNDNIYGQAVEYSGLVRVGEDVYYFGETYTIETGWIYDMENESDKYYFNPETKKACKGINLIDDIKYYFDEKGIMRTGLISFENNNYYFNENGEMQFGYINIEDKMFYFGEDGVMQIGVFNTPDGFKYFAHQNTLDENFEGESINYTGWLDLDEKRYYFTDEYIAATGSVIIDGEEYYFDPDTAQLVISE
Numbers without * were called inactive. Some of the compounds tested; the hit share may differ from the screen's.

SMILES	TcdB GH inh
C[C@H]1CN([C@@H](C)CO)C(=O)c2cc(C#CCN(C)C)cnc2O[C@H]1CN(C)C(=O)Cc1ccccc1	0.2
C[C@@H]1CCCCO[C@@H](CN(C)Cc2ccc(C(F)(F)F)cc2)[C@@H](C)CN([C@H](C)CO)C(=O)c2cc(NS(=O)(=O)c3ccc(Cl)cc3)ccc2O1	1.1
CO[C@H]1CN(C)C(=O)c2cc(NS(C)(=O)=O)ccc2OC[C@@H](C)N(CC2CC2)C[C@H]1C	-1.5
COc1ccc(S(=O)(=O)Nc2ccc3c(c2)C(=O)N([C@H](C)CO)C[C@@H](C)[C@H](CN(C)C(=O)Nc2c(C)noc2C)O3)cc1	-0.8
O=C(C[C@@H]1C=C[C@H](NC(=O)Nc2ccc3c(c2)OCO3)[C@@H](CO)O1)NCc1ccc(Cl)cc1	0.4
C[C@H](NC(=O)C[C@@H]1C[C@H]2c3cc(NC(=O)CC4CC4)ccc3O[C@H]2[C@H](CO)O1)c1ccccc1	-0.8
CO[C@@H]1CN(C)C(=O)c2cc(NC(=O)Nc3cc(F)ccc3F)ccc2OC[C@@H](C)N(C(=O)c2ccccn2)C[C@@H]1C	-5.9
CO[C@H]1CN(C)C(=O)c2cc(NC(C)=O)ccc2OC[C@@H](C)N(Cc2cc(F)ccc2F)C[C@H]1C	1.4
C[C@@H]1CN([C@H](C)CO)C(=O)c2cc(C#CC3CCCCC3)cnc2O[C@@H]1CN(C)Cc1ccncc1	0.6
CCCC(=O)N1CCC2(CC1)CN(C(=O)c1ccc(F)cc1)[C@H](CO)c1[nH]c3cc(OC)ccc3c12	0.2
CCC(=O)N(C)C[C@H]1Oc2ncc(-c3ccc(C(=O)N(C)C)cc3)cc2C(=O)N([C@@H](C)CO)C[C@@H]1C	0.5
CO[C@@H]1CN(C)C(=O)c2ccc(NC(=O)C3CC3)cc2OC[C@@H](C)N(CC2CCOCC2)C[C@H]1C	-1.3
O=C(N[C@@H]1CC[C@H](CCNC(=O)C2CCCCC2)O[C@H]1CO)c1ccncc1	-0.2
Cn1c(=O)n2n(c1=O)[C@H](C1CC1)C=C1CN3[C@@H]([C@H](Cc4ccccc4)OC(=O)[C@@H]3Cc3ccccc3)[C@@H]12	0.7
COc1ccc(NC(=O)N(C)C[C@@H]2OCCCC[C@@H](C)Oc3ccc(NS(=O)(=O)c4ccc(Cl)cc4)cc3C(=O)N([C@@H](C)CO)C[C@@H]2C)cc1	0.1

Six entries from above, with bars between the fields:
SMILES | TcdB GH inh
CO[C@H]1CN(C)C(=O)c2cc(NC(C)=O)ccc2OC[C@@H](C)N(Cc2cc(F)ccc2F)C[C@H]1C | 1.4
C[C@@H]1CN([C@H](C)CO)C(=O)c2cc(C#CC3CCCCC3)cnc2O[C@@H]1CN(C)Cc1ccncc1 | 0.6
CCC(=O)N(C)C[C@H]1Oc2ncc(-c3ccc(C(=O)N(C)C)cc3)cc2C(=O)N([C@@H](C)CO)C[C@@H]1C | 0.5
CCCC(=O)N1CCC2(CC1)CN(C(=O)c1ccc(F)cc1)[C@H](CO)c1[nH]c3cc(OC)ccc3c12 | 0.2
COc1ccc(S(=O)(=O)Nc2ccc3c(c2)C(=O)N([C@H](C)CO)C[C@@H](C)[C@H](CN(C)C(=O)Nc2c(C)noc2C)O3)cc1 | -0.8
Cn1c(=O)n2n(c1=O)[C@H](C1CC1)C=C1CN3[C@@H]([C@H](Cc4ccccc4)OC(=O)[C@@H]3Cc3ccccc3)[C@@H]12 | 0.7

(continued)
SMILES	TcdB GH inh
Cc1noc(C)c1NC(=O)Nc1ccc2c(c1)C(=O)N([C@@H](C)CO)C[C@@H](C)[C@@H](CN(C)C(=O)NC1CCCCC1)OCCCC[C@H](C)O2	-0.2
O=C(Nc1ccc(C(F)(F)F)cc1)Nc1ccc2c(c1)[C@H]1C[C@@H](CC(=O)N3CCc4ccccc4C3)O[C@@H](CO)[C@H]1O2	0.2
C[C@H]1CCCCO[C@@H](CN(C)Cc2ccccc2)[C@@H](C)CN([C@@H](C)CO)C(=O)c2cc(NC(=O)Nc3ccc(F)cc3)ccc2O1	0.1
C[C@@H]1CN([C@@H](C)CO)C(=O)c2cc(NS(=O)(=O)c3cn(C)cn3)ccc2O[C@@H](C)CCCCO[C@H]1CN(C)C	1.3
C[C@H](CO)N1C[C@H](C)[C@@H](CN(C)C)Oc2c(NC(=O)Nc3ccc(F)cc3)cccc2C1=O	1.2
C[C@@H]1CN([C@@H](C)CO)C(=O)c2c(c3ccccc3n2C)-c2ccccc2CO[C@@H]1CN(C)C(=O)Nc1ccc(-c2ccccc2)cc1	0.3
C[C@H]1CN([C@@H](C)CO)C(=O)Cc2cc(NC(=O)c3ccncc3)ccc2O[C@@H]1CN(C)Cc1ccc(C(F)(F)F)cc1	-0.4
C[C@H]1CN([C@@H](C)CO)S(=O)(=O)c2ccc(-c3ccccc3F)cc2O[C@@H]1CN(C)S(C)(=O)=O	0.9
O=C(C[C@H]1C[C@H]2c3cc(NC(=O)NC4CCCC4)ccc3O[C@H]2[C@H](CO)O1)NCc1ccc(Oc2ccccc2)cc1	0.0
O=C(c1ccccc1)N1Cc2cc(Br)ccc2-n2nncc2C1	1.4
O=C(C[C@H]1CC[C@@H]2[C@H](COC[C@H](O)CN2S(=O)(=O)c2ccccc2)O1)NCC1CCCCC1	-2.7
COc1cccc(NC(=O)N[C@@H]2CC[C@H](CC(=O)N3CCN(C)CC3)O[C@H]2CO)c1	-1.0
CCc1sc(N2[C@H](C#N)[C@H](c3ccccc3-c3ccc(F)cc3)[C@@H]2CO)nc1C	0.7
COc1ccc2c3c(n(C)c2c1)[C@@H](CO)N(C(=O)c1ccc(F)cc1)CC31CCN(C(=O)Nc2ccc(F)cc2)CC1	1.3
C[C@@H]1CN([C@@H](C)CO)S(=O)(=O)c2ccc(-c3ccc(C(=O)N(C)C)cc3)cc2O[C@@H]1CN(C)C(=O)Cc1ccccn1	-0.1
C[C@@H]1CN([C@@H](C)CO)C(=O)c2cccc(NC(=O)C3CCOCC3)c2O[C@@H]1CN(C)Cc1ccc(C(=O)O)cc1	-1.4
C[C@H]1CN([C@@H](C)CO)C(=O)c2cc(NS(=O)(=O)c3ccc(Cl)cc3)ccc2O[C@@H]1CN(C)S(=O)(=O)c1ccc(F)cc1	-2.9
O=C(C[C@@H]1C[C@H]2c3cc(NC(=O)Nc4ccc(C(F)(F)F)cc4)ccc3O[C@H]2[C@H](CO)O1)NCCc1ccccc1	1.2
O=C(Cc1ccccn1)NCC[C@@H]1CC[C@H](NC(=O)Nc2ccccc2)[C@@H](CO)O1	-0.4
CN(C)C(=O)[C@@]1(Cc2ccccc2)N=C(c2ccc(OCCCO)cc2)O[C@H]1c1ccccc1	2.0
CCC(=O)NC[C@H]1[C@H](c2ccc(C3=CCCC3)cc2)[C@@H](CO)N1C(C)=O	-0.6
C[C@H](CO)N1C[C@H](C)[C@@H](CN(C)C(=O)NC2CCCCC2)Oc2ccc(NC(=O)Nc3cccc4ccccc34)cc2CC1=O	-0.9
COc1cccc(-c2ccc([C@@H]3[C@@H](CO)N4CCCCN(C(=O)Cc5ccncc5)C[C@H]34)cc2)c1	-3.5
O=C(N[C@H]1CC[C@@H](CCNC(=O)C2CCCCC2)O[C@H]1CO)c1ccccn1	-1.2
COc1cccc(-c2ccc([C@@H]3[C@@H](CO)N4C(=O)CN(C(=O)C5CCOCC5)C[C@H]34)cc2)c1	-0.6
Cc1ccc(S(=O)(=O)NCC[C@H]2CC[C@@H](NC(=O)CCN3CCCCC3)[C@H](CO)O2)cc1	-0.3
CCS(=O)(=O)Nc1ccc2c(c1)C(=O)N(C)[C@@H]1CC[C@H](CC(=O)OC)O[C@H]1CO2	-7.4
CC(=O)N[C@H]1CC[C@H](CCNC(=O)C2CC2)O[C@@H]1CO	0.0
CC(C)C#Cc1cnc2c(c1)C(=O)N([C@@H](C)CO)C[C@H](C)[C@H](CN(C)C(=O)Nc1ccc(F)cc1)O2	0.9
CCC(C)CN1C(=O)CSCC1(C)C(=O)Nc1c(C)cccc1C (configuration not stated)	-1.2

Shown as a markdown table: 2 of the compounds above
| SMILES | TcdB GH inh |
| --- | --- |
| COc1cccc(-c2ccc([C@@H]3[C@@H](CO)N4C(=O)CN(C(=O)C5CCOCC5)C[C@H]34)cc2)c1 | -0.6 |
| Cc1ccc(S(=O)(=O)NCC[C@H]2CC[C@@H](NC(=O)CCN3CCCCC3)[C@H](CO)O2)cc1 | -0.3 |

Next section:
SMILES	TcdB GH inh
CCCNC(=O)Nc1ccc2c(c1)OC[C@@H](C)N(C(=O)C1CCCCC1)C[C@H](C)[C@@H](OC)CN(C)C2=O	1.1
C[C@H](CO)N1C[C@H](C)[C@H](CN(C)C(=O)Nc2ccc(C(F)(F)F)cc2)Oc2ccc(NC(=O)NC3CCCCC3)cc2C1=O	-0.9
C[C@H](CO)N1C[C@H](C)[C@H](CN(C)S(=O)(=O)c2ccc(F)cc2)Oc2ccc(NC(=O)CCCCCC(=O)Nc3ccccc3N)cc2C1=O	1.1
CO[C@@H]1CN(C)C(=O)c2ccc(NC(=O)c3cc(C)on3)cc2OC[C@H](C)N(C)C[C@@H]1C	-0.2
O=C(C1CCC1)N1C[C@H]2[C@@H](c3ccccc31)[C@@H](CO)N2Cc1ccccc1	0.2
C[C@@H]1CN([C@H](C)CO)C(=O)c2cccc(N(C)C)c2O[C@H]1CN(C)S(=O)(=O)c1ccccc1	-0.4
CN1c2ccc(-c3cccc(F)c3)cc2[C@H]2[C@H](CCN2C(=O)C2CC2)[C@@H]1CO	-2.2
C[C@@H]1CN([C@@H](C)CO)C(=O)c2cc(NC(=O)Nc3ccc(C(F)(F)F)cc3)ccc2O[C@H]1CN(C)S(=O)(=O)c1ccc(F)cc1	-1.1
O=C(c1cccc(F)c1)N1CC(=O)N2[C@H](CO)[C@@H](c3ccc(C#Cc4ccc(F)cc4)cc3)[C@@H]2C1	0.3
C[C@@H]1CN([C@@H](C)CO)C(=O)c2cccc(NC(=O)Nc3ccc(F)cc3)c2O[C@H]1CN(C)S(=O)(=O)c1ccccc1	1.7
C[C@@H]1CN([C@H](C)CO)C(=O)c2cc(C#C[C@@H](C)O)cnc2O[C@H]1CN(C)Cc1ccccn1	-0.8
C/C=C/c1ccc(C2[C@@H]3CN(S(=O)(=O)c4ccc(F)cc4)C[C@H]2N3)cc1 (some centres not stated)	0.1
O=C(NCc1ccncc1)[C@H]1[C@H](CO)[C@H]2Cn3c(ccc(-c4cccnc4)c3=O)[C@H]2N1C(=O)C1CC1	0.4
C[C@H]1CN([C@@H](C)CO)C(=O)c2cc(-c3ccccc3F)cnc2O[C@H]1CN(C)C(=O)C1CC1	-0.2
Cc1noc(C)c1S(=O)(=O)Nc1cccc2c1O[C@@H](CN(C)C(=O)NC1CCCCC1)[C@@H](C)CN([C@@H](C)CO)C2=O	-0.9
C[C@H](CO)N1C[C@H](C)[C@@H](CN(C)S(=O)(=O)c2cccs2)Oc2c(NC(=O)c3ccc(-c4nccs4)cc3)cccc2C1=O	0.3
COc1ccc(C#Cc2ccc([C@@H]3[C@H](CO)N4C(=O)CN(C(=O)c5cccnc5)C[C@@H]34)cc2)cc1	0.1
CNC(=O)C[C@@H]1CC[C@@H]2[C@H](COC[C@H](O)CN2Cc2ccncc2)O1	0.1
C[C@H]1CCCCO[C@H](CN(C)C(=O)Nc2cccc3ccccc23)[C@@H](C)CN([C@@H](C)CO)C(=O)c2cc(NC(=O)c3ccccc3)ccc2O1	-1.8
COc1ccc(NC(=O)N2CC3(C2)CN(C(=O)c2cccnc2)[C@H](CO)c2[nH]c4cc(OC)ccc4c23)cc1	0.2
CCCCCCCCN1C(=O)[C@@H](CC(=O)NCc2ccc(C)o2)C[C@@]2(C(=O)OC)C1=C[C@H](C1CCCC1)O[C@@H]2C	0.4
CO[C@@H]1CN(C)C(=O)c2cc(NC(C)=O)ccc2OC[C@@H](C)N(C(=O)c2ccccc2)C[C@@H]1C	0.0
O=C(C[C@@H]1C[C@H]2c3cc(NC(=O)C4CCOCC4)ccc3O[C@H]2[C@@H](CO)O1)NCc1cc(F)ccc1F	-0.4
C[C@@H]1CN([C@@H](C)CO)C(=O)c2cc(NC(=O)CCC(F)(F)F)ccc2O[C@@H]1CN(C)S(=O)(=O)c1ccc(Cl)cc1	0.5
C[C@H]1CN([C@@H](C)CO)C(=O)c2cc(NC(=O)c3ccncc3)ccc2O[C@@H]1CN(C)S(=O)(=O)c1ccccc1	-1.0
CO[C@@H]1CN(C)C(=O)c2ccc(NC(=O)Nc3ccccc3F)cc2OC[C@@H](C)N(Cc2ccccc2F)C[C@H]1C	-0.3
C[C@H](NC(=O)C[C@H]1C[C@H]2c3cc(NC(=O)c4cccnc4)ccc3O[C@H]2[C@@H](CO)O1)c1ccccc1	-0.4
COc1ccc(S(=O)(=O)Nc2ccc3c(c2)C(=O)N([C@@H](C)CO)C[C@@H](C)[C@@H](CN(C)Cc2ccc(C(F)(F)F)cc2)O3)cc1	0.5
COc1cccc(CN2CC3(CCN(Cc4ccccn4)CC3)c3c([nH]c4cc(OC)ccc34)[C@H]2CO)c1	-0.7
CCC(=O)N1CC(=O)N2[C@H](C1)[C@@H](c1ccc(C#Cc3cccc(OC)c3)cc1)[C@@H]2CO	1.3
Cc1cc(CN2CCN(c3ncc(Cc4ccccc4)cn3)CC2)cc(C)c1O	0.4
CCCNC(=O)[C@H]1[C@H](CO)[C@H]2Cn3c(ccc(-c4ccccc4F)c3=O)[C@@H]1N2C(=O)CC	0.2
C[C@H]1CCCCO[C@H](CN(C)C(=O)CCCN(C)C)[C@@H](C)CN([C@@H](C)CO)C(=O)c2cc(NS(C)(=O)=O)ccc2O1	1.2
CCC(=O)N1C[C@@H](C)[C@H](OC)CN(C)C(=O)c2cc(NC(=O)COC)ccc2OC[C@@H]1C	0.0
COCC(=O)N1C[C@@H]2[C@H](c3ccccc31)[C@@H](CO)N2C(=O)C1CCCCC1	-0.2
COc1ccc(CN(C)C[C@H]2Oc3ccc(NS(=O)(=O)c4ccc(C)cc4)cc3C(=O)N([C@H](C)CO)C[C@@H]2C)cc1	-21.6
Cc1ccccc1-c1ccc2c(c1)O[C@@H](CN(C)C)[C@H](C)CN([C@@H](C)CO)S2(=O)=O	-0.9
